Pf Dd2 growth – blocks in vitro growth of P. falciparum Dd2; P. falciparum Dd2 growth, SYBR Green, 72 h; Potency, µM (titrated, usually from 28.9 µM), for the others: at the top dose activity, negative = inhibition, usual class: inhibitors; hit rate 4.3% among 120,000; AID 1347417; active = well fitted inhibition curve with a large enough effect; inconclusive = small, poorly fitted or top-dose-only effect; inactive = no such curve, though single readings can be large or run the other way;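 also: plate controls were DMSO vehicle for no effect and reference drug for full effect; nearly all actives have a fitted effect of over 65% in size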
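Infected erythrocytes (Dd2, 0.3% parasitemia, 2.5% hematocrit final) are added to compound in RPMI-1640/Albumax II medium, grown 72 h at 37C in low oxygen, then lysed with saponin/Triton-X containing SYBR Green and read by fluorescence.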
The depositor's hits bear a star; i = inactive; ? = inconclusive; [ ] = another dose, or the depositor's remark. Potency is read from the fitted curve at half-maximal effect.

Preview, 5 compounds:
SMILES	Pf Dd2 growth
O=C(NCCCN1CCOCC1)C1CN(S(=O)(=O)c2ccccc2)CC12CCCCC2 (configuration not stated)	?
Cc1cccc(OCC(=O)N2C[C@@H](CO)[C@H](c3ccncc3)C2)c1	7.7%
O=C(NC1CCCCCCC1)c1nnn2c1COC(c1ccc(F)cc1)C2 (configuration not stated)	?
CCC1=C(C(=O)OC)C(c2ccc(OC)cc2OC)N2C(CC(=O)N3CCOCC3)=CSC2=N1 (configuration not stated)	?
O=C(Cc1cccc(F)c1)N1CC(F)(F)C[C@H]1c1nc(C2CC2)no1	-10.3%

Results, from the first entry:
SMILES	Pf Dd2 growth
O=C(NCCCN1CCOCC1)C1CN(S(=O)(=O)c2ccccc2)CC12CCCCC2 (configuration not stated)	?
Cc1cccc(OCC(=O)N2C[C@@H](CO)[C@H](c3ccncc3)C2)c1	7.7%
O=C(NC1CCCCCCC1)c1nnn2c1COC(c1ccc(F)cc1)C2 (configuration not stated)	?
CCC1=C(C(=O)OC)C(c2ccc(OC)cc2OC)N2C(CC(=O)N3CCOCC3)=CSC2=N1 (configuration not stated)	?
O=C(Cc1cccc(F)c1)N1CC(F)(F)C[C@H]1c1nc(C2CC2)no1	-10.3%
O=C(Nc1ccc(Cl)cc1)c1nc2c(o1)CCN(Cc1ccsc1)CC2	i
CC(C)OCCCn1c(SCc2cccc(Br)c2)nc2c(sc3ccccc32)c1=O	-7.1%
COc1nc2nc(CCc3ccccc3)n(C)c2cc1-c1ccnn1C	?
Cc1cnc(CC2CCN(S(=O)(=O)c3ccc4c(c3)CCC4)CC2)n1CC1CC1	i
CC(=O)N1CCc2ccc(S(=O)(=O)N3CCCc4ccccc43)cc2C1	-8.7%

A different layout for some results above:
compound: CCC1=C(C(=O)OC)C(c2ccc(OC)cc2OC)N2C(CC(=O)N3CCOCC3)=CSC2=N1 (configuration not stated)
- Pf Dd2 growth: ?

compound: O=C(Cc1cccc(F)c1)N1CC(F)(F)C[C@H]1c1nc(C2CC2)no1
- Pf Dd2 growth: -10.3%

compound: O=C(Nc1ccc(Cl)cc1)c1nc2c(o1)CCN(Cc1ccsc1)CC2
- Pf Dd2 growth: i

compound: CC(C)OCCCn1c(SCc2cccc(Br)c2)nc2c(sc3ccccc32)c1=O
- Pf Dd2 growth: -7.1%

The list goes on:
SMILES	Pf Dd2 growth
CCC1CN(C(=O)Nc2cc(Cl)ccc2C(=O)OC)c2ccccc2S1 (configuration not stated)	?
CNC(=O)NC[C@H]1CCN(Cc2ccc(OC)c(OC)c2Cl)C[C@H]1N(C)C	-2.7%
Cc1nnc(N2CCCC(C(=O)NCc3ccccc3)C2)c2nn(-c3ccccc3)c(C)c12 (configuration not stated)	28.8%
Cc1ccc(CN(C)Cc2cccn2C)cc1	-8.8%[44.1 µM]
COCc1nncn1C1CCN(C(=O)c2ccccc2OC(F)(F)F)CC1	10µM*
COCC1CCN(Cc2cn(-c3ccccc3C)nc2-c2ccc(OC)c(F)c2)CC1	10µM*
O=C(Cc1ccccc1)N1CCC(N2C(=O)C(OCC3CC3)C23CCCCC3)CC1 (configuration not stated)	?
O=c1c2c3c(sc2n(Cc2ccccc2F)c(=O)n1-c1ccc(Cl)cc1)CCCC3	-7.0%
Cc1ccc(C2Cn3nnc(-c4noc(Cc5cccc(F)c5)n4)c3CO2)cc1 (configuration not stated)	-15.7%
COC(=O)c1c(NC(=O)c2cc(OC)c(OC)c(OC)c2Br)sc2c1CCC(C)C2 (configuration not stated)	61.9%[activator]
COc1ccc(-n2c(SCc3nc(-c4ccc(Cl)cc4)no3)nnc2-c2ccncc2)cc1	?
CCNC(=O)C1CCCN(c2nnc(C)c3c(C)n(-c4ccc(C)cc4)nc23)C1 (configuration not stated)	?
Cc1cc(=O)n(CC(=O)N2CCCc3ccccc32)c2c1c(C)nn2-c1cccc(F)c1	?
COc1ccc2c(c1)c(=O)c(S(=O)(=O)c1ccc(C)cc1)cn2Cc1ccccc1C	?
NS(=O)(=O)c1ccc(CCNCC2(O)CCNC2)cc1 (configuration not stated)	6.4%
O=C(Nc1ccc(N2CCN(CCOc3ccc(Cl)cc3)CC2)c(C(=O)O)c1)c1ccc(F)cc1	33.4%[activator]
O=C(c1ccccc1)N1CCC2(CC1)C(=O)NCN2C(=O)Cc1ccccc1	-1.1%
c1csc(C2=NC(c3ccncc3)=Nc3ccccc3N2)c1	26.7%
Cc1cc(N2CCN(c3cccc(C)c3C)CC2)n2cnnc2n1	i
COc1cccc(C(=O)CC2(O)C(=O)N(Cc3ccccc3)c3ccccc32)c1 (configuration not stated)	?
c1ccc2sc([C@H]3CCN(CC4CCCCC4)C3)nc2c1	10µM*
Fc1ccc(C2=NC(c3cccc(C(F)(F)F)c3)=Nc3ccccc3N2)cc1	?
CN1CCC(N2CCN(S(=O)(=O)c3ccc(Cl)cc3)CC2)C1=O (configuration not stated)	3.8%
CCCCn1cnc2cc(NCc3ccc(OCC)cc3)ccc21	?
CCOc1ccc(C(=O)N2CCCC(n3cc(-c4nc(C5CC5)no4)nn3)C2)cc1 (configuration not stated)	-29.0%
O=c1cc(C2=CCOCC2)oc2c(-c3cccc4[nH]ccc34)nccc12	?
CCC1Sc2ccccc2N(CC(=O)NCc2ccc(C)cc2)C1=O (configuration not stated)	4.3%
O=C(CCc1ccccc1)N1CCOCC12CCN(Cc1ccccc1)CC2	?
c1cn(-c2ccc(-c3nccn3C[C@@H]3CCCO3)cc2)cn1	-10.2%
Cc1ccc(OCC(=O)NCC(c2ccc(Cl)cc2)N2CCOCC2)cc1C (configuration not stated)	?
CC(=O)c1ccc(NC(=O)O[C@@H]2CO[C@H]3[C@@H]2OC[C@@H]3Nc2nccc(-c3ccco3)n2)cc1	-0.8%
COc1ccc(-n2nc(C3CCCN(C(=O)c4ccccc4Cl)C3)[nH]c2=O)cc1 (configuration not stated)	-3.5%
O=C1NCCCCCCN(S(=O)(=O)c2cccnc2)[C@H]2C[C@H](c3nc(-c4cccnc4)no3)C[C@@H]12	2.82µM*
Cn1cc(CNC(=O)C[C@@H]2C[C@H]3O[C@H](CNC(=O)N4CCOCC4)[C@@H](O)[C@H]3O2)cn1	-27.0%[44.1 µM]
COc1ccc(C(=O)N(Cc2cc(OC)c(OC)c(OC)c2)CC2CCCO2)cc1 (configuration not stated)	6.2%
CNC(=O)c1cccc(-c2cnc(Nc3ccc(N4CCOCC4)cc3)c3c2CCO3)c1	-26.2%[44.1 µM]
Cc1ccc(CCNC(=O)CCCn2c(=O)c3ccccc3n(Cc3ccccc3C#N)c2=O)cc1	13.8%
CCc1ccc(NC(=O)Cn2c(=O)oc3cc(S(=O)(=O)N4CCCCCC4)ccc32)cc1	18.3%
COCCNC(=O)[C@H]1CN2CC[C@H]1C[C@@H]2Cn1cc(-c2ccccc2)nn1	-17.8%[44.1 µM]
COC(=O)c1ccccc1NC(=O)O[C@@H]1CO[C@H]2[C@@H]1OC[C@@H]2Nc1nccc(-c2ccc(N(C)C)cc2)n1	5.01µM*
COc1ccc(OCc2nc(C)c(CCO)c(=O)n2CC(=O)Nc2c(C)cccc2C)cc1	-3.0%
O=C(c1ccoc1)N1C[C@@H](CO)[C@H](c2ccccn2)C1	11.9%
COc1ccc(Cl)cc1C(=O)N1C[C@@H](CO)[C@H](c2ccncc2)C1	-10.1%
CCOc1ccc(-c2cccc(NS(=O)(=O)c3ccccc3C(F)(F)F)c2)nn1	-10.8%
CN1CC2(CCCN(Cc3cccc4nonc34)C2)OC1=O (configuration not stated)	2.6%
O=C(c1ccccn1)N1CCC(N2C(=O)C(O)C23CCCCC3)CC1 (configuration not stated)	2.4%
Cc1cc2c(cc1S(=O)(=O)CCC(=O)NCCc1ccccc1)OCC(=O)N2	-0.6%
COCCc1noc(-c2nc(-c3ccc(C)cc3)no2)n1	-0.4%
CCCN1CCCC2(CCN(C(=O)C(=O)c3cccn3C)C2)C1=O (configuration not stated)	-8.3%
COc1ccc(CC(=O)NC2CCN(c3cnn(C)c(=O)c3)CC2)cc1	i

Continuation.
SMILES	Pf Dd2 growth
COc1ccc(NC(=O)[C@@H](c2ccccc2)N2Cc3ccccc3C2=O)cc1OC	-13.0%
COc1ccc(C(=O)Nc2ncc(-c3ccc(OC)nc3)c3c2OCC3)cc1	-15.4%[44.1 µM]
COC(=O)c1cc2sc(C)cc2n1CC(=O)Nc1ccc(C)cc1Cl	-5.1%
C[C@@]12CO[C@@H](Cc3ccccc3)O[C@@H]1CC[C@]1(C)C2CC[C@@H](O)[C@H]1CC(=O)NCc1cc(F)cc(F)c1 (some centres not stated)	?
Cc1ccc(C)c(Cn2c(=O)n(-c3ccc(F)cc3)c(=O)c3sc4ccccc4c32)c1	-4.5%
CN(C)C[C@@H]1CN(C)C[C@H]1NS(=O)(=O)c1ccc2c(c1)CCCC2	3.16µM*
CC(=O)N1CCC2(CC1)OC(=O)C(C)=C2C(=O)NCc1ccccc1Cl	55.8%[activator]
O=C(NCC(c1cccs1)S(=O)(=O)c1ccccc1)c1ccc(C(F)(F)F)cc1 (configuration not stated)	-14.8%
NC(=O)CN1C(=O)CO[C@H]2CN(CCCc3ccccc3)C[C@H]21	-11.9%[44.1 µM]
Cc1cc(Cl)ccc1NC(=O)c1cc2ccccn2n1	60.6%[activator]
C[C@H](C(=O)NCCN1CCOCC1)C1CC[C@@]2(C)Cc3sc(-c4ccccc4)nc3[C@@H](C)[C@@H]2[C@H]1O (some centres not stated)	-15.9%
COc1nc2c(cc1CNC(=O)C1CC(=O)N(C)C1)C(=O)N(C1CCCC1)C2 (configuration not stated)	6.0%
COc1ccc(C[C@@H]2NC(=O)[C@@H]3C[C@@H](NC(=O)Nc4cccc(SC)c4)CCN3C2=O)cc1	-19.2%
O=C(Cn1cccc1-c1nc(-c2ccccc2)no1)N1CCc2ccccc21	?
CCOc1ccc(C(=O)N2CCCC3(C2)NC(=O)N(Cc2cc(C)ccc2C)C3=O)cc1 (configuration not stated)	?
COc1ccc(NC(=O)CC2C(=O)N(c3ccc(OC)cc3)C(=O)N2CCC2=CCCCC2)cc1 (configuration not stated)	i
CCC1c2nccn2CCCN1C(=O)Cc1c(C)noc1C (configuration not stated)	-13.2%
COc1ccc(-c2cc(N3CCCC(NC(=O)c4cc(OC)cc(OC)c4)C3)n[nH]2)cc1 (configuration not stated)	?
COCc1ccc2c(c1)c(OC(C)(C)C(=O)N1CCOCC1)nn2Cc1ccccc1	?
Cc1ccc(-n2nc(CO)c(C(=O)NCc3cccs3)n2)cc1C	14.9%
Cc1ncsc1C1N(C2CCN(C(=O)NC3CCCCC3)CC2)C(=O)C12CCCC2 (configuration not stated)	-5.0%
COC(=O)c1ccccc1NC(=O)c1nn(C)c2c1COc1ccccc1-2	35.6%[activator]
CC(=O)c1ccc(NC(=O)O[C@@H]2CO[C@H]3[C@@H]2OC[C@@H]3NC(=O)COc2ccccc2)cc1	?
CCc1c(-c2ccccc2)nc2ccccc2c1C(=O)NCCc1ccccc1	?
CCc1nc(-c2c3n(c(=O)n(Cc4ccccc4F)c2=O)CCCC3)no1	?
CCOc1ccc(-c2nc(-c3ccccc3)c(-c3ccccc3)[nH]2)cc1OCC	?
CCN(CC)C(=O)N1CC(Oc2cccc(-c3nc(C)no3)c2)C1	58.0%[activator][5.79 µM]
O=C(NCCc1ccc(F)cc1)C(=O)NCC(c1ccco1)S(=O)(=O)c1ccccc1 (configuration not stated)	24.6%
O=C(CC1=C2CCCCC2NC1=O)NCCc1c[nH]c2ccccc12 (configuration not stated)	-17.3%
c1ccc(Cn2cc(CN3CCCC3)c(-c3ccc4c(c3)OCO4)n2)cc1	11.2µM*
Cc1nn(C)c2c1c(C(F)(F)F)cc(=O)n2Cc1cccc(Br)c1	i
COc1ccccc1CN1C(=O)COC[C@@H]1[C@H](O)c1ccc(NC(=O)c2cccnc2)cc1	i
O=C(NC[C@H]1C[C@@H]2CCN1C[C@@H]2CN1CCN(c2ccc(F)cc2)CC1)Nc1cccc(F)c1	-26.1%
CCOC(=O)c1noc2ncnc(N3CCN(c4cccc(Cl)c4)CC3)c12	?
COc1cccc(C(=O)NC(=O)Nc2ccc(-c3cc(C(F)(F)F)nn3-c3ccccc3)cc2)c1	8.2%
CC(C)CN1CC2(C1)C(=O)N(Cc1ccccc1F)C(=O)[C@@H]1C[C@@H](O)CN12	i
CCOC(=O)c1cccc(NC(=O)C2CCN(S(=O)(=O)c3ccc4c(c3)oc(=O)n4C)CC2)c1	?
COc1ccc(Br)cc1CNC(=O)CCCn1c(=O)c2cccn2c2ccccc21	?
CC(c1ccccc1)n1cc2c(c1-c1ccccc1Br)c(=O)n(C)c(=O)n2C (configuration not stated)	-3.1%
O=C(C1CCCC1)N1CCC(n2cnnc2C2CC2)CC1	-2.6%
CCNC(=O)O[C@@H]1CC[C@]2(C)C(CC[C@@H](O)[C@H]2CC(=O)NCc2cc(F)cc(F)c2)[C@]1(C)CO (some centres not stated)	-10.0%
CCn1ccc(C(=O)N2C[C@@H](COCC3CC3)[C@H](c3nc(C)no3)C2)n1	14.4%
Cc1ccc2nc(COCC(=O)N[C@H]3CC[C@@H]4CCC[C@@H]43)[nH]c2c1	-13.5%
Cc1ccccc1N1CC(c2nc3ccccc3n2CCC2CCCCC2)CC1=O (configuration not stated)	?
O=C(c1ccccc1)N1C[C@@H](F)[C@@H](OCc2nc3ccc(C(F)(F)F)cc3[nH]2)C1	i
CC(C)C1c2nccn2CCCN1C(=O)c1ccc(Cn2cncn2)o1 (configuration not stated)	-17.4%
COc1cccc(CNC(=O)Cn2ncc3c4ccccc4n(Cc4ccccc4)c3c2=O)c1	-7.5%
COc1ccc(C(=O)N2CCCC(N3CCN(c4ccc(F)cc4)CC3)C2)o1 (configuration not stated)	-24.8%
Cc1ccc(N2C(=O)N[C@@H]3CCN(S(=O)(=O)c4ccc(Cl)cc4)[C@@H]3C2=O)cc1	-19.0%[44.1 µM]
Cc1cccc(NC(=O)N2CCC(N3CCN(Cc4ccccc4)C(=O)C3=O)CC2)c1C	?

The list is partial. The share of hits here may be higher or lower than overall.
